HTT aggregate = qHTS Multiplex Assay to Identify Dual Action Probes in a Cell Model of Huntington: Aggregate Formation (GFP); PC12 HttQ103-GFP aggregates, Acumen cytometry, 40 h; Potency, µM (highest dose often 46.1 µM), for inactives: at the top dose activity change, negative = inhibition, actives largely listed as inhibitors; 220,000 compounds, 1.1% hits; also: potency is read from the fitted curve at half-maximal effect; % is scaled to controls: 0 for no effect and ±100 for the full control effect; nearly all actives have a fitted effect of over 60% in size
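Inducible Q103 Huntingtin exon 1–GFP PC12 line, 1500 cells/well in phenol red free DMEM with 5% equine and 5% calf serum. Tebufenozide 100 nM induced expression; compounds titrated; aggregates quantified by cytometry.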
IMPase Li cell = qHTS Assay for Identifying the Cell-Membrane Permeable IMPase Inhibitors: Potentiation with Lithium; 210,000 compounds, 0.35% hits; AID 1457, 2008; CHO-M1 cells, IP1 TR-FRET (IP-One), carbachol + lithium; Potency, µM (highest dose often 59.4 µM), inactives show at the top dose activity, negative = IMPase inhibition, hits mostly inhibitors;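 also: IP1 builds up when IMPase is blocked and the TR-FRET signal falls; potency is read from the fitted curve at half-maximal effect; plate controls were basal vehicle for no effect and high inhibitor control for full effect; nearly all actives have a fitted effect of over 50% in size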
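Readout is a homogeneous TR-FRET IP1 immunoassay (Ex 320, Em 665 and 620), where raised cytosolic IP1 lowers signal. Cells were CHO-M1 treated 30 min at 37C with test compounds plus a little lithium; AC50 values came from Hill-equation fitting.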
L3MBTL1 inh = qHTS Assay for the Inhibitors of L3MBTL1; Potency, µM (titrated, usually from 57.1 µM), without a hit: at the top dose activity, negative = inhibition, most hits filed as inhibitors; AID 485360, 2010; 230,000 compounds, 0.66% hits; AlphaScreen L3MBTL1–H3K9me1 peptide binding; Lethal(3)malignant brain tumor-like protein 1 (Homo sapiens), Q9Y468; also: potency is read from the fitted curve at half-maximal effect; % is scaled to controls: 0 for no effect and ±100 for the full control effect; nearly all actives have a fitted effect of over 60% in size
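First, the protein-peptide complex forms for 30 min at room temperature (L3MBTL1 50 nM, biotinylated H3K9me1 peptide 75 nM). Next, compounds are pin-transferred and incubated 30 min. Finally, AlphaScreen beads are added and read after 30 min.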
Luc counter = Counterscreen for Luciferase (Kinase-Glo TM) Inhibition; Kinase-Glo luciferase, ATP luminescence, 8 min; Potency, µM (series often up to 38.3 µM), for the others: top-dose activity change, negative = inhibition, usual class: inhibitors; 200,000 compounds, 0.28% hits; AID 1379, 2008; also: potency is read from the fitted curve at half-maximal effect; % is scaled to controls: 0 for no effect and ±100 for the full control effect; nearly all actives have a fitted effect of over 60% in size
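Inhibition of Kinase-Glo luciferase light generation was assessed at 10 uM ATP in pH 7.2 imidazole buffer, with luminescence measured after eight minutes at ambient temperature.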
Epigenetic derep = Quantitative High-Throughput Screen for Regulators of Epigenetic Control. murine LDR cells, GFP reporter derepression, 30 h. Potency, µM (series often up to 53.9 µM), without a hit: top-dose GFP activation, hits mostly activators. 280,000 compounds, 0.2% hits; also: potency is read from the fitted curve at half-maximal effect; % of control where 0% means no effect; nearly all actives have a fitted effect of over 60% in size
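Murine LDR cells carrying a silenced, genomically integrated CMV-driven GFP reporter were exposed to compound for 30 hours at 37 C. After PBS washes, GFP-positive cells (20–120 um objects) were counted by laser-scanning microplate cytometry.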
CBFb-RUNX1 inh = qHTS Assay for Compounds Blocking the Interaction Between CBF-beta and RUNX1 for the Treatment of Acute Myeloid Leukemia; 230,000 tested, under 10 active; Potency, µM (titrated, usually from 59.8 µM), for the others: at the top dose activity, negative = inhibition, actives largely listed as inhibitors; AlphaScreen CBFb-His/RUNX1-biotin binding, biochemical; also: % of control where 0% means no effect
Target sequence (Q01196 whole entry, looked up): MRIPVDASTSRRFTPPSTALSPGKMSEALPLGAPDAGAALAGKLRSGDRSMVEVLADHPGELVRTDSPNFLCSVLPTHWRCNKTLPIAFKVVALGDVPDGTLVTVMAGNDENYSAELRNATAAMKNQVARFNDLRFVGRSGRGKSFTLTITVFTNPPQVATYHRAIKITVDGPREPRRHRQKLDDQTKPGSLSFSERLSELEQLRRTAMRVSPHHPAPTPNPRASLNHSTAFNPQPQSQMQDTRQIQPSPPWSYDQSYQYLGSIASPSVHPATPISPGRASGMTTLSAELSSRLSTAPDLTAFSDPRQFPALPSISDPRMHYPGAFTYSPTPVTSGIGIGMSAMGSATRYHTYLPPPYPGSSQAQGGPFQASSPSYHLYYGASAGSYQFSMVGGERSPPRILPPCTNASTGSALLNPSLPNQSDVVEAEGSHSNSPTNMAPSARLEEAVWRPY
Target sequence (Q13951 whole entry, looked up): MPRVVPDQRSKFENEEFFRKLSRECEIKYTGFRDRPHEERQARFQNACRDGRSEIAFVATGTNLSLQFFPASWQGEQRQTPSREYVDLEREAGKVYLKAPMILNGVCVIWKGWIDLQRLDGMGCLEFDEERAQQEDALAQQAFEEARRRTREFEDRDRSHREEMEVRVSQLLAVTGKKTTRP
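AlphaScreen binding: CBFb-His and RUNX1-biotin (30 nM each) preincubated 20 min, compound added for 15 min, then nickel and streptavidin beads for 90 min, all at room temperature. Disruption of the interaction by any mechanism counts as activity.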
NPSR antag = qHTS Assay for Antagonists of the Neuropeptide S Receptor: cAMP Signal Transduction; Q6W5P4; CHO-NPSR cells, cAMP TR-FRET, antagonist mode; 220,000 compounds, 1% hits; Potency, µM (doses to about 38.3 µM), without a hit: at the top dose activity change, negative = inhibition, actives largely listed as inhibitors; also: potency is read from the fitted curve at half-maximal effect; % is scaled to controls: 0 for no effect and ±100 for the full control effect; nearly all actives have a fitted effect of over 50% in size; many of its hits are not listed in these tables
Target sequence (Q6W5P4 whole entry, looked up): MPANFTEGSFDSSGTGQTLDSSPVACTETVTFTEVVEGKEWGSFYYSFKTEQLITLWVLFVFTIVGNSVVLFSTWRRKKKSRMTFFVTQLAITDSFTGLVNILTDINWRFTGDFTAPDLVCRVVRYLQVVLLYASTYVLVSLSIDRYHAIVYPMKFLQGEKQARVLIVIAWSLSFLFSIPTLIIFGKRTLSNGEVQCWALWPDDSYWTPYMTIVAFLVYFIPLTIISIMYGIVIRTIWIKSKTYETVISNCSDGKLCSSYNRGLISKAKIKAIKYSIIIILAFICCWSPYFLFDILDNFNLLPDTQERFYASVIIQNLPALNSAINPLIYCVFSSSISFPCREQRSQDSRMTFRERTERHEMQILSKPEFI
* = called active by the depositor; [ ] = remark or other dose. Calls follow the shape of the dose curve; as a rule, active = well fitted curve in the direction sought with a large enough effect; inconclusive = small, poorly fitted or top-dose-only effect, or another doubt; inactive = no such curve, though single readings can be large; an effect the other way counts as inactive or inconclusive. Only part of the results is shown, so the mix of outcomes need not match the whole.

How did CC(=O)NC1CCCN(O)C(=O)/C=C(\C)CCOC(=O)C(NC(C)=O)CCCN(O)C(=O)/C=C(\C)CCOC(=O)C(NC(C)=O)CCCN(O)C(=O)/C=C(\C)CCOC1=O (configuration not stated) do in these assays?
HTT aggregate: -7%[9.22 µM]; IMPase Li cell: 1%; L3MBTL1 inh: 26%; Epigenetic derep: -1.5%; CBFb-RUNX1 inh: -3%; NPSR antag: -16%

How did CCOC(=O)CC(NC(=O)c1cc2cccc(OC)c2oc1=O)c1cccc([N+](=O)[O-])c1 (configuration not stated) do in these assays?
HTT aggregate: 23%; IMPase Li cell: 2%; L3MBTL1 inh: inconclusive; Luc counter: 0%; Epigenetic derep: -1.0%; CBFb-RUNX1 inh: -10%; NPSR antag: -2%

What do the screens show for `Cc1cc2ccccn2c1C(=O)Nc1ccc(Cl)cc1`?
HTT aggregate: 10%; IMPase Li cell: inconclusive; L3MBTL1 inh: 31%[activator]; Luc counter: -5%; Epigenetic derep: -3.4%; CBFb-RUNX1 inh: 1%; NPSR antag: -29%

How did O=C(c1ccccc1-c1ncc[nH]1)N1CCc2c([nH]c3ccccc23)C1c1ccccn1 (configuration not stated) do in these assays?
HTT aggregate: -7%; IMPase Li cell: 10%; L3MBTL1 inh: 0%; Luc counter: 2%; Epigenetic derep: 5.4%; CBFb-RUNX1 inh: -8%; NPSR antag: 11%

What do the screens show for `COc1ccc(OC)c(/C=N/N=C(\N)c2nonc2N)c1`?
HTT aggregate: -8%[9.22 µM]; L3MBTL1 inh: -15%; Epigenetic derep: 9.6%; CBFb-RUNX1 inh: -6%; NPSR antag: -12%

What do the screens show for `CC1=NN(c2ccc(Cl)cc2)C(=O)C1C(c1ccccc1O)c1c(C)[nH]n(-c2ccc(Cl)cc2)c1=O` (configuration not stated)?
HTT aggregate: inconclusive; IMPase Li cell: -4%; L3MBTL1 inh: -13%; Luc counter: 1%; Epigenetic derep: 1.0%; CBFb-RUNX1 inh: -5%; NPSR antag: -11%[46.1 µM]

Results for O=C(O)/C=C/C(=O)Nc1ccccc1SC(F)(F)F ?
HTT aggregate: inconclusive; IMPase Li cell: 1%; L3MBTL1 inh: inconclusive; Luc counter: 0%; Epigenetic derep: 2.9%; CBFb-RUNX1 inh: 3%; NPSR antag: 5%

What do the screens show for `Cc1ccc(S(=O)(=O)N2CCN(C(=O)CCN3C(=O)c4ccccc4C3=O)CC2)cc1C`?
HTT aggregate: -5%; IMPase Li cell: 5%; L3MBTL1 inh: -3%; Luc counter: 3%; Epigenetic derep: -1.8%; CBFb-RUNX1 inh: -1%; NPSR antag: -5%

What do the screens show for `COc1cc(C2N(C)CCC3(OCCO3)C2(C)C)cc(OC)c1OC` (configuration not stated)?
HTT aggregate: -11%; IMPase Li cell: -1%; L3MBTL1 inh: 2%; Luc counter: 0%; Epigenetic derep: -0.9%; CBFb-RUNX1 inh: 2%; NPSR antag: 8%

Results for COc1ccc(OCC(O)CNC(=O)/C=C/c2cccc([N+](=O)[O-])c2)cc1 (configuration not stated) ?
HTT aggregate: 11%; IMPase Li cell: 8%; L3MBTL1 inh: -10%; Luc counter: 2%; Epigenetic derep: 1.1%; CBFb-RUNX1 inh: 5%; NPSR antag: -3%

Pulled by structure from above:
How did CCOC(=O)CC(NC(=O)c1cc2cccc(OC)c2oc1=O)c1cccc([N+](=O)[O-])c1 (configuration not stated) do in these assays?
HTT aggregate: 23%; IMPase Li cell: 2%; L3MBTL1 inh: inconclusive; Luc counter: 0%; Epigenetic derep: -1.0%; CBFb-RUNX1 inh: -10%; NPSR antag: -2%

How did CC(=O)NC1CCCN(O)C(=O)/C=C(\C)CCOC(=O)C(NC(C)=O)CCCN(O)C(=O)/C=C(\C)CCOC(=O)C(NC(C)=O)CCCN(O)C(=O)/C=C(\C)CCOC1=O (configuration not stated) do in these assays?
HTT aggregate: -7%[9.22 µM]; IMPase Li cell: 1%; L3MBTL1 inh: 26%; Epigenetic derep: -1.5%; CBFb-RUNX1 inh: -3%; NPSR antag: -16%

The list continues.
What do the screens show for `O=C(Nc1cccc(NC(=O)c2ccc(-c3cccc(Br)c3)o2)c1)c1ccco1`?
HTT aggregate: -23%; IMPase Li cell: -5%[38.3 µM]; L3MBTL1 inh: -4%; Luc counter: 0%; Epigenetic derep: 0.0%; CBFb-RUNX1 inh: -3%; NPSR antag: inconclusive

Results for O=C(NCC1COc2ccccc2O1)C1CCC(CNc2c(N3CCCCC3)c(=O)c2=O)CC1 (configuration not stated) ?
HTT aggregate: -7%; IMPase Li cell: -9%[38.3 µM]; Luc counter: 15%; Epigenetic derep: 3.2%; CBFb-RUNX1 inh: -2%; NPSR antag: -7%[46.1 µM]

Results for C/C(CC1CC(COCC(C)C)OC1=O)=N\Nc1nc(-c2ccccc2)cs1 (configuration not stated) ?
HTT aggregate: 27%; IMPase Li cell: 39%[activator][38.3 µM]; L3MBTL1 inh: -1%; Luc counter: -4%; Epigenetic derep: -7.0%; CBFb-RUNX1 inh: -6%; NPSR antag: -18%[46.1 µM]

How did CCn1c(C)cc(/C=C2\NC(=O)N(CC(=O)Nc3cccc(C)c3)C2=O)c1C do in these assays?
HTT aggregate: 11%; IMPase Li cell: -1%[38.3 µM]; L3MBTL1 inh: -7%; Luc counter: -4%; Epigenetic derep: -1.8%; CBFb-RUNX1 inh: -22%; NPSR antag: 8%[46.1 µM]

Results for CCC(C)(C)NC(=O)/C=C/c1ccccc1[N+](=O)[O-] ?
HTT aggregate: 2%; IMPase Li cell: 9%; L3MBTL1 inh: 6%; Luc counter: 2%; Epigenetic derep: 0.0%; CBFb-RUNX1 inh: 2%; NPSR antag: -2%

How did CCCCn1c(=O)[nH]c(=O)c2c1ncn2Cc1ccco1 do in these assays?
HTT aggregate: -4%; IMPase Li cell: 30%[38.3 µM]; Luc counter: -2%; Epigenetic derep: -0.7%; CBFb-RUNX1 inh: 6%; NPSR antag: -9%[46.1 µM]

Results for Cc1cc(C)cc(N=C(NO)c2cccc([N+](=O)[O-])c2)c1 ?
HTT aggregate: 4%; IMPase Li cell: 0%[38.3 µM]; L3MBTL1 inh: -4%; Luc counter: -6%; Epigenetic derep: -1.2%; CBFb-RUNX1 inh: -7%; NPSR antag: -13%[46.1 µM]

How did Cc1ccccc1N1C(=O)C2ON(c3ccccc3)C(c3ccncc3)C2C1=O (configuration not stated) do in these assays?
HTT aggregate: -4%; IMPase Li cell: 3%[38.3 µM]; L3MBTL1 inh: 1%; Luc counter: 0%; Epigenetic derep: -3.4%; CBFb-RUNX1 inh: 0%; NPSR antag: 14%[7.67 µM]

What do the screens show for `Cc1ccc2cc(C(c3nnnn3C3CCCC3)N(Cc3ccco3)Cc3cccs3)c(=O)[nH]c2c1` (configuration not stated)?
HTT aggregate: -5%; IMPase Li cell: 10%[38.3 µM]; Luc counter: -1%; Epigenetic derep: 0.1%; CBFb-RUNX1 inh: -9%; NPSR antag: inconclusive

What do the screens show for `COC(=O)c1ccc(CSc2nnc(-c3ccccc3)n2C)o1`?
HTT aggregate: -1%; IMPase Li cell: 8%; L3MBTL1 inh: -4%; Luc counter: 3%; Epigenetic derep: 0.0%; CBFb-RUNX1 inh: 10%; NPSR antag: 3%

What do the screens show for `FC(F)(F)c1cc(-c2ccco2)nc(NCc2cccnc2)n1`?
HTT aggregate: -4%; IMPase Li cell: -23%[38.3 µM]; L3MBTL1 inh: 0%; Luc counter: -2%; Epigenetic derep: -2.0%; CBFb-RUNX1 inh: -4%; NPSR antag: -6%[46.1 µM]

Results for Cc1cc(C)cc(Oc2nc(-c3ccccc3)cc(C)c2S(C)(=O)=O)c1 ?
HTT aggregate: -14%; IMPase Li cell: 39%[38.3 µM]; Luc counter: -4%; Epigenetic derep: -4.1%; CBFb-RUNX1 inh: inconclusive; NPSR antag: inconclusive

How did Cc1ccc2nc(SCCC(=O)O)cc(C)c2c1 do in these assays?
HTT aggregate: inconclusive; IMPase Li cell: inconclusive; Luc counter: 0%; Epigenetic derep: 1.5%; CBFb-RUNX1 inh: -8%; NPSR antag: 21%[46.1 µM]

What do the screens show for `CCn1c(CNc2ccccc2Cl)nnc1SCC(=O)OC1CCCCC1`?
HTT aggregate: 1%; IMPase Li cell: 13%[38.3 µM]; L3MBTL1 inh: 0%; Luc counter: -3%; Epigenetic derep: 0.9%; CBFb-RUNX1 inh: -3%; NPSR antag: inconclusive

How did Cc1ccc(S(=O)(=O)N2CCN(CC(=O)N/N=C/c3ccc(C)o3)CC2)cc1 do in these assays?
HTT aggregate: -13%; IMPase Li cell: 0%; L3MBTL1 inh: 1%; Luc counter: 5%; Epigenetic derep: -1.0%; CBFb-RUNX1 inh: -4%; NPSR antag: 12%

What do the screens show for `O=C1C(=O)N(CCN2CCOCC2)C(c2ccccn2)/C1=C(/O)c1ccccc1` (configuration not stated)?
HTT aggregate: 0%; IMPase Li cell: 25%[38.3 µM]; L3MBTL1 inh: inconclusive; Luc counter: -7%; Epigenetic derep: -0.9%; CBFb-RUNX1 inh: inconclusive; NPSR antag: 2%[46.1 µM]

Of the compounds above, four contain an aryl methoxy group.
How did CCOC(=O)CC(NC(=O)c1cc2cccc(OC)c2oc1=O)c1cccc([N+](=O)[O-])c1 (configuration not stated) do in these assays?
HTT aggregate: 23%; IMPase Li cell: 2%; L3MBTL1 inh: inconclusive; Luc counter: 0%; Epigenetic derep: -1.0%; CBFb-RUNX1 inh: -10%; NPSR antag: -2%

What do the screens show for `COc1ccc(OC)c(/C=N/N=C(\N)c2nonc2N)c1`?
HTT aggregate: -8%[9.22 µM]; L3MBTL1 inh: -15%; Epigenetic derep: 9.6%; CBFb-RUNX1 inh: -6%; NPSR antag: -12%

What do the screens show for `COc1cc(C2N(C)CCC3(OCCO3)C2(C)C)cc(OC)c1OC` (configuration not stated)?
HTT aggregate: -11%; IMPase Li cell: -1%; L3MBTL1 inh: 2%; Luc counter: 0%; Epigenetic derep: -0.9%; CBFb-RUNX1 inh: 2%; NPSR antag: 8%

Results for COc1ccc(OCC(O)CNC(=O)/C=C/c2cccc([N+](=O)[O-])c2)cc1 (configuration not stated) ?
HTT aggregate: 11%; IMPase Li cell: 8%; L3MBTL1 inh: -10%; Luc counter: 2%; Epigenetic derep: 1.1%; CBFb-RUNX1 inh: 5%; NPSR antag: -3%

Source: PubChem (National Center for Advancing Translational Sciences (NCATS))
